M17LAP inhibition: P. falciparum M17LAP inhibitors, primary screen, biochemical, fluorogenic H-Leu-NHMec substrate, 1536-well (AID 1619); recombinant M17LAP, H-Leu-NHMec fluorogenic kinetic assay; higher % means a stronger effect; inhibition, % at 30 µM, or IC50 in µM where a hit was titrated; 220,000 compounds, 0.38% hits;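 active = compound inhibiting the enzyme by more than half at any dose during confirmatory dose-response retesting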;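 note: plate controls were full reaction with DMSO carrier for no effect and no enzyme background for full effect; strong numbers were not always called active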
bCat nuc transl: alters nuclear translocation of beta-catenin in HeLa cells; immunofluorescence imaging; nuclear translocation activity, % at 5 µM; 190,000 compounds, 0.3% hits; AID 1665;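 active = nuclear translocation activity above 50% at 5 µM, with a well cell count of 50 or more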;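 note: per-cell ratio of nuclear to cytoplasmic median beta-catenin stain intensity; plate controls were DMSO negative control for no effect and GSK-3 inhibitor IX positive control for full effect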
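Test system: HeLa cells, endogenous beta-catenin; Compound: single 5 µM dose plus 0.02–20 µM confirmation series; Times: compound exposure 24 h at 37°C; Signal: fluorescence imaging of beta-catenin antibody stain plus DAPI; Read-out: % activation, nuclear-to-cytoplasmic median beta-catenin signal ratio per cell.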
HEK293 NOD2/NF-kB: NOD2 signaling inhibitors, cell-based, luminescence, uHTS, HEK293 (AID 1566). HEK293 NOD2/NF-kB luciferase reporter, luminescence; higher % means a stronger effect. inhibition, % at 4 µM; hits with a dose series show EC50 in µM. 290,000 compounds, 0.63% hits; in the data active = inhibition above about 50%; note: many of its hits are not listed in these tables
Dynein cargo inh: dynein cargo transport inhibition | z-score, hits read low | AID 1381 | 220,000 compounds, 0.47% hits | 3617.4 mouse cells, GR-EGFP nuclear translocation imaging; test concentration mostly 20 µM; stimulated with dexamethasone, 1 µM; active compounds read low;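 active = plate z-score of nuclear minus cytoplasmic receptor signal below a set negative limit, without overly bright fluorescence or cell loss, cut at about -3.5 in these data, passing the limit was not always enough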;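 note: z-score of nuclear minus cytoplasmic ring GR-EGFP intensity difference per well; some compounds called inactive have numbers as strong as hits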
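Schedule: 48 h induction, then 1 h compound, then 30 min agonist, 37 °C. Buffer or medium: tetracycline-free induction medium containing charcoal-stripped FBS. Reagent: 1.0 µM final dexamethasone stimulus. Evaluation: nuclear versus cytoplasmic GR-EGFP signal, averaged per well. Signal: high-content fluorescence imaging after fixation.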
Autophagy HCS: autophagy modulation, high-content screen | MEF GFP-LC3 puncta imaging; test concentration mostly 10 µM | calls only at 10 µM (by protocol) | 190,000 compounds, 0.98% hits | AID 463193;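 active = percentage of spot-positive cells more than 3 SD above its plate mean, without a fluorescence outlier flag or 80% toxicity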;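 note: spot-positive cell cutoff set from DMSO-treated cells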
MT stabilize HCS: stabilizes microtubules in HeLa cells. HeLa tubulin immunostaining HCS, 24 h; share of cells brighter than vehicle mean+2SD. % tubulin-high responders, % at 10 µM. 200,000 compounds, 0.83% hits. AID 2205;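 active = plate Z-score above 3 for both tubulin-high and condensed-nucleus cell shares, with cell loss under 80%, at 10 µM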;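 note: anti alpha tubulin signal scored within the nucleus-defined area of each cell; some results filed as inactive read as strong as hits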
Ins promoter up: MIN6 insulin promoter up-regulation; MIN6 insulin promoter-GFP reporter, high-content imaging; active compounds read high; z-score at 5 µM; 190,000 compounds, 0.3% hits;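 active = z-score above 3 at 5 µM with at least 500 cells counted in the well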
Yfh1-off respiration: mitochondrial function rescue without frataxin homolog – Friedreich's ataxia, plus single-dose screen, dose response (AID 1465); S. cerevisiae Yfh1-off respiration, WST-1 reduction, 72 h; higher fold induction means a stronger effect; fold induction at 50 µM; hits with a dose series show EC50 in µM; 220,000 compounds, 0.074% hits;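 active = fold induction of absorbance versus untreated yeast above a set limit, then at least 30% activation at any dose in follow-up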;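 note: activators that raise dye reduction in frataxin-depleted yeast; strong numbers were not always called active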
NOD1 inhibition: inhibition of NOD1-driven NF-kB reporter – cell-based, luminescence, uHTS, primary screen (AID 1578); NOD1-driven NF-kB luciferase reporter cells, luminescence; higher % means a stronger effect; 290,000 compounds, 1% hits; inhibition, % at 4 µM; hits with a dose series show EC50 in µM; in the data active = inhibition mostly above about 36%, no sharp cut-off; inactive = mostly below about 34%;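 note: HEK-293T reporter cells stimulated with the NOD1 agonist gamma-tri-DAP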
Dynein cargo inh cytoplasmic EGFP: further read-out of Dynein cargo inh, marked with its call; z-score; measured here: cytoplasmic GR-EGFP intensity; active compounds read high
Dynein cargo inh nuclear GR-EGFP: second read-out of Dynein cargo inh, no call of its own (marks repeat the call); z-score; measured here: nuclear GR-EGFP intensity;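 lower value marks the stronger effect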
Dynein cargo inh cell count: further read-out of Dynein cargo inh, marked with its call; z-score; measured here: cell count per field
Ins promoter up cell count: also measured in Ins promoter up; calls as there; cell count; measured here: cytotoxicity, nuclei count;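 total cells summed across four imaged fields per well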
bCat nuc transl cell count 5 µM: further read-out of bCat nuc transl, marked with its call; cell count; measured here: cell count, cytotoxicity flag
MT stabilize HCS Hoechst-high %: second read-out of MT stabilize HCS, no call of its own (marks repeat the call); % Hoechst-high responders; measured here: nuclear condensation Hoechst responders;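 share of cells brighter than vehicle mean plus two SD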
MT stabilize HCS cytotoxicity %: further read-out of MT stabilize HCS, marked with its call; toxicity, %; measured here: cytotoxicity by cell density;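 0% = mean cell density of plate MIN control wells and 100% = no cells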
Autophagy HCS cell loss 18 h: second read-out of Autophagy HCS, no call of its own (marks repeat the call); toxicity, %; measured here: cell loss, nuclei count;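 cell loss after 18 h compound exposure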
Active calls of the source: *; i = inactive; . = no result given. A portion of the library; the hit share may differ from the screen's.

SMILES	M17LAP inhibition	bCat nuc transl	bCat nuc transl cell count 5 µM	HEK293 NOD2/NF-kB	Dynein cargo inh	Dynein cargo inh cytoplasmic EGFP	Dynein cargo inh nuclear GR-EGFP	Dynein cargo inh cell count	Autophagy HCS	Autophagy HCS cell loss 18 h	MT stabilize HCS	MT stabilize HCS Hoechst-high %	MT stabilize HCS cytotoxicity %	Ins promoter up	Ins promoter up cell count	Yfh1-off respiration	NOD1 inhibition
O=C(NCc1ccc2c(c1)OCO2)C1CC(=O)N(CCc2ccccc2)C1 (stereo not given)	10.8%	-0.8	1162	-6.7%	-0.0325	-0.164	0.129	-0.498	i	3.0	5.3	2.1	5.9	0.69	872	i	3.0%
Cn1c(=O)cc(SCC(=O)NCC2CCCO2)c2ccccc21 (stereo not given)	6.0%	1.8	1457	-5.2%	-0.251	-0.153	-0.121	0.746	i	1.7	3.1	3.9	5.4	0.37	1566	i	-22.1%
CCOc1ccc(NC(=O)CCN2CCN(c3ccccc3)CC2)cc1	7.5%	-0.4	1021	2.6%	-0.574	-0.261	-0.289	0.946	i	-7.0	3.1	1.6	5.4	1.07	1719	i	.
COCCCNC(=O)c1c(-c2ccccc2)noc1C	6.8%	-8.3	793	4.3%	2.94	-0.256	2.02	-1.75	i	18.2	5.3	2.6	14.1	-0.17	1594	i	-24.1%
CCOC(=O)c1c2c(c(=S)n(-c3ccccc3)c1N)CCC2	18.5%	0.2	1167	14.9%	-0.728	-0.258	-0.0144	0.513	i	18.2	2.1	2.1	6.4	0.44	1175	i	23.1%
CS/C(=C\[N+](=O)[O-])Nc1ccccc1	18.7%	-1.8	1196	-4.0%	0.48	1.26	0.652	-0.365	i	-9.2	2.6	1.3	8.5	0.3	1236	i	-18.4%
CCn1c2ccccc2c2cc(NC(=O)N3CCOCC3)ccc21	2.4%	1.7	1115	-39.2%	-1.02	-0.151	-0.462	1.3	i	9.2	4.4	2.7	4.4	-0.54	942	i	-29.5%
CN(CC(=O)Nc1ccc(Cl)c(C(F)(F)F)c1)Cc1cc(=O)n2ccsc2n1	20.8%	-3.9	1173	7.7%	-0.6	-0.219	-0.413	0.15	i	24.6	2.7	2.2	6.0	-0.34	1352	i	-18.4%
COc1ccc(CNC(=O)C(c2ccco2)N(C(=O)c2ccccn2)c2ccccc2)cc1 (stereo not given)	20.4%	0.3	1541	5.8%	-0.557	-0.3	-0.267	0.282	i	22.1	4.6	3.3	3.2	0.54	1620	i	-36.6%
O=C(Nc1ccc(-c2noc(COc3ccccc3Cl)n2)cc1)c1ccco1	2.8%	-1.2	1120	-33.7%	-0.0716	-0.178	0.22	-0.183	i	-5.7	2.3	1.9	6.0	-0.27	898	i	-19.1%
COCCOc1cc(N2C(=O)CSCC2=O)c(Cl)cc1Cl	3.0%	-0.5	1398	16.0%	0.69	-0.189	1.09	-0.224	i	-14.5	1.1	2.6	9.0	-0.67	1486	i	12.8%
COc1ccc(-c2cc(C(=O)NC(Cc3cc4ccccc4[nH]3)C(=O)O)c(C)o2)cc1OC (stereo not given)	1.0%	-0.2	1110	-23.7%	2.57	-0.144	1.58	-1.86	i	17.0	3.9	3.0	1.4	0.28	1221	i	-38.6%
Cn1c(=O)cc(OCCCC(=O)N2CCCCC2)c2ccccc21	16.1%	-0.6	564	-0.4%	2.81	-0.204	1.75	-1.72	i	6.7	4.0	1.8	3.1	.	.	i	-32.2%
COc1cccc2c1nc(C)c1cc(C)oc12	-2.6%	-0.4	1174	-9.0%	3.52	-0.16	1.81	-1.68	i	4.8	2.9	1.4	4.8	0.2	872	i	-28.5%
CC(C)NC(=O)CN1C(=O)NC(CCc2ccccc2)C1=O (stereo not given)	-6.2%	2.5	1481	8.9%	0.211	0.175	0.284	0.35	i	-2.2	3.9	1.6	11.7	2.9	1332	i	3.5%
CCOC(=O)C1C(=O)OC(C)(C)C1C(C)C(=O)c1ccc(C)cc1C (stereo not given)	-0.2%	-2.5	1103	16.2%	-0.129	-0.207	0.578	0.0896	i	8.2	7.2	3.3	7.1	-0.61	1390	i	-16.5%
Cc1ccnc(NS(=O)(=O)c2ccc(NC(=O)/C=C/c3cccs3)cc2)n1	34.8%	0.2	974	6.5%	1.49	-0.159	0.341	-0.595	i	5.0	3.1	0.6	11.7	0.03	1313	i	-4.3%
Cc1cc(C)c2[nH]c(=O)c(CN(Cc3ccc4c(c3)OCO4)Cc3nnnn3C3CCCC3)cc2c1	-2.8%	-1.0	1174	-0.3%	-0.189	-0.0178	0.206	-0.546	i	1.2	8.2	5.0	1.0	-3.04	906	i	6.2%
C=CCC(CC=C)(C(N)=O)c1ccccc1	-2.0%	-4.4	1124	5.6%	-0.408	-0.32	0.0819	0.723	i	-2.3	2.1	2.7	8.6	-0.26	1612	i	-23.6%
Oc1ccc2ccccc2c1C=NC1CCCCC1	-1.6%	-1.6	1151	11.4%	1.86	-0.18	1.29	-1.2	i	26.6	7.0	1.9	1.7	0.47	1074	i	-7.0%
Fc1ccc(-n2cc(CNCCc3ccccn3)c(-c3ccccc3Cl)n2)cc1	-0.1%	-2.2	927	17.7%	-0.708	-0.0655	-0.508	0.384	i	16.9	1.8	2.5	10.9	-0.86	1386	i	-41.0%
CCn1c(SCC(=O)Nc2cc(C)on2)nnc1-c1ccc(OC)cc1	.	2.1	952	12.0%	-0.497	-0.268	-0.0759	0.69	i	8.0	1.5	2.2	11.6	0.03	1638	i	-7.2%
CCOC(=O)C1=C(C)Nc2nc(SCC)[nH]c(=O)c2C1c1ccncc1 (stereo not given)	14.1%	0.3	1410	6.7%	-0.0481	-0.478	-0.175	0.267	i	-45.4	2.5	3.2	6.3	1.42	1424	i	-2.9%
N#Cc1c(OCC(=O)c2ccccc2)nc2c(c1-c1ccco1)CCc1ccccc1-2	2.4%	-0.6	1114	-6.4%	0.322	-0.137	0.515	0.55	i	8.3	3.1	2.3	8.7	.	.	i	-2.2%
Clc1ccc(Cn2c(/C=C/c3ccco3)nc3ccccc32)cc1	0.4%	0.8	920	-3.8%	-0.281	-0.314	-0.187	0.277	i	0.4	2.3	5.3	11.7	0.08	1258	i	3.5%
CCOc1ccccc1NC(=O)CSc1nnc(-c2ccccc2Cl)n1Cc1ccco1	7.6%	-0.1	1085	10.4%	0.555	1.62	0.645	-0.966	i	9.1	0.9	2.2	5.7	-0.78	896	i	-13.6%
Cc1cc(C)cc(-n2c(C)nc3cc(C(=O)O)ccc32)c1	-1.0%	0.6	1075	1.4%	-0.0401	-0.293	0.0307	0.19	i	23.7	2.7	2.7	3.5	-0.32	1084	i	-19.4%
CCN=c1sc2ccccc2n1CC(O)COc1ccccc1 (stereo not given)	3.2%	0.9	982	-3.8%	-1.01	-0.255	-0.422	1.27	i	-8.4	2.1	1.0	6.0	-0.1	998	i	-14.4%
O=[N+]([O-])c1ccc(COc2cccc(CNc3ccc(F)cc3)c2)cc1	-0.1%	0.6	1062	-22.1%	1.3	-0.0298	0.665	-1.45	i	4.9	4.2	2.9	8.0	-0.17	1411	i	21.6%
C/C(N)=C(/C#N)C(=O)COC(=O)CNS(=O)(=O)c1ccc2ccccc2c1	-3.2%	-2.8	1083	32.6%	-0.022	-0.304	-0.0673	0.362	.	.	.	.	.	-0.04	1473	i	1.7%
O=C(CS(=O)c1ccc(F)cc1)Nc1ccccc1Cl (stereo not given)	3.0%	0.8	1458	15.2%	0.248	-0.204	0.338	0.0475	i	-30.9	2.2	1.5	1.6	.	.	i	19.3%
O=C(CN1CCCC1)Nc1ccccc1Cl	-3.8%	.	.	3.6%	-1.11	-0.114	-0.385	0.682	i	-1.5	1.6	1.5	7.1	.	.	i	2.3%
Cc1ccc(S(=O)(=O)N2CCOCC2)cc1C(=O)Nc1ccc(-c2cn3ccsc3n2)cc1	-2.0%	-3.0	1177	6.6%	0.606	-0.189	0.603	-0.129	i	1.5	4.8	2.6	14.8	-0.31	1633	i	-6.8%
COc1ccc(Nc2nc(-c3c(C)nc4ncccn34)cs2)cc1	17.8%	55.8*	655*	-89.3%	0.696	0.0266	0.308	-0.979	i	49.3	14.3*	31.2*	51.4*	-0.72	726	i	17.6%
Cc1noc(NC(=O)c2ccc(F)cc2)c1C#N	20.0%	-1.9	1024	-10.7%	-0.756	-0.237	-0.644	1.55	i	-12.1	1.0	1.5	8.8	-0.14	1755	i	-20.8%
OCCC1CN(Cc2cccc3nonc23)CCN1C1CCCCC1 (stereo not given)	1.4%	0.1	985	6.1%	-0.368	-0.267	0.0644	0.085	i	18.8	4.2	1.4	2.9	-0.45	1472	i	-25.9%
CC(C)(C)c1ccc(C(=O)C2CCCN(C(=O)CN3CCCC3=O)C2)cc1 (stereo not given)	0.9%	1.2	1125	8.8%	-0.612	0.152	-0.136	0.452	i	-38.0	4.0	1.2	5.4	-0.49	1365	i	-18.0%
Cc1cccc2cc(CN(Cc3cccs3)S(=O)(=O)c3ccc4c(c3)OCCO4)c(=O)[nH]c12	-0.6%	-0.1	1072	10.1%	-0.404	-0.282	-0.317	1.2	i	3.9	3.7	3.8	13.7	-0.17	1567	i	22.4%
Cc1cc(C)c(S(=O)(=O)Nc2cccc3nsnc23)c(C)c1	3.0%	0.5	1098	1.2%	-0.663	-0.235	0.0818	0.546	i	6.3	2.6	2.6	5.8	-0.56	1176	.	12.8%

High-throughput results as filed in PubChem BioAssay.
